TRPC4 potent = TRPC4 (mouse) allosteric potentiation | hit rate 0.42% among 310,000 | Q9QUQ5 | B-score at 10 µM | HEK293 TRPC4beta/mu-opioid, DAMGO EC20, Fluo-4 Ca2+ flux; hits give high values;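 active = B-score of calcium response area above 5 SD of library B-scores, with initial fluorescence ratio within 5 SD of library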;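 also: B-score of integrated fluorescence ratio over time as area under calcium response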
Target sequence (Q9QUQ5 whole entry, looked up): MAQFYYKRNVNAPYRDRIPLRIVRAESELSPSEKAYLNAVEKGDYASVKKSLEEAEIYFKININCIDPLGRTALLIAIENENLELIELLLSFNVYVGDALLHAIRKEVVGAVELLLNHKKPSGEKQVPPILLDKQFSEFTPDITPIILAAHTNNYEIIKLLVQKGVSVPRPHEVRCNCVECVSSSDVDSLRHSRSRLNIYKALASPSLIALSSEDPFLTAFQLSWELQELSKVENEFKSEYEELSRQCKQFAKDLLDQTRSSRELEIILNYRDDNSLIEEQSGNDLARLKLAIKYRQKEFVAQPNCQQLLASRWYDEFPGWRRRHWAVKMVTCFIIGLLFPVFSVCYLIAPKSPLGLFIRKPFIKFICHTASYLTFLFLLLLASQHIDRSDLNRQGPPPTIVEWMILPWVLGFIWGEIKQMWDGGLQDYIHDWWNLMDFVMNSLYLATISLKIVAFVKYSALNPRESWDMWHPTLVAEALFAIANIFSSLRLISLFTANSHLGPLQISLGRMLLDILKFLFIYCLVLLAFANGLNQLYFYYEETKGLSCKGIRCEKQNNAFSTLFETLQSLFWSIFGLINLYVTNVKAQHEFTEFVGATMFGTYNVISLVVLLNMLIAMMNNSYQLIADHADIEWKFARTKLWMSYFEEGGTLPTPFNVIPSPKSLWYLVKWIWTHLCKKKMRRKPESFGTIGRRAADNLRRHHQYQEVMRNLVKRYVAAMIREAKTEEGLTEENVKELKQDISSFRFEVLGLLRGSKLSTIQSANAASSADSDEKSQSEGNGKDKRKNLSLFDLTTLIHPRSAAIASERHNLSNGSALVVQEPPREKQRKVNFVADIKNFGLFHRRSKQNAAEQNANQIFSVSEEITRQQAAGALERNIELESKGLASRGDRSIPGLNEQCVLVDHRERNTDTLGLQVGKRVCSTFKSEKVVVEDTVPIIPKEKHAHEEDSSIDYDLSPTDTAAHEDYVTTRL
TRPC4 act = opens the mouse TRPC4 cation channel; Q9QUQ5; HEK293 TRPC4beta/mu-opioid, Fluo4 calcium fluorescence; hits give high values; B-score at 10 µM; hit rate 0.49% among 310,000; AID 2237;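 active = B-score above 5 SD of library B-scores, and initial fluorescence ratio not above library mean plus 5 SD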;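 also: positive B-score marks a calcium rise read as TRPC4 activation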
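Incubation: 45 min room-temperature Fluo4 loading, 110 s read / System: HEK293 cells stably co-expressing mouse TRPC4beta and mu-opioid receptor / Signal: Fluo4 fluorescence, kinetic / Control set: buffer (low) and maximal DAMGO (high) / Measure: integrated baseline-normalised fluorescence ratio, converted to per-well B score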
PolyA inh = blocks polyadenylation in yeast reporter cells; calls only at 12 µM; hit rate 0.02% among 300,000; AID 1875; S. cerevisiae SKY197-pL101 polyadenylation reporter, beta-gal luminescence; efflux-impaired pdr1/pdr3 knockout yeast; score 100 = 6 SD above DMSO;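 active = lowest replicate activity score at least 50, where 100 means six control SD above control mean; inconclusive = lowest score under 50 but half or more replicates reach 50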;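 also: yeast exposed to compound for 9 h at 30 °C; higher score means more reporter readthrough which indicates perturbed polyadenylation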
MrgX1 antag = human MrgX1 receptor antagonism, primary screen. B-score at 10 µM. hit rate 1.3% among 310,000. MRGX1-HEK293 calcium flux, Fluo-4, BAM8-22 antagonism; hits give low values. AID 588676. Q96LB2;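 active = calcium-response B-score plate-corrected more than 3 library SD below zero, starting fluorescence within 5 deviations, no agonist response on first addition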;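 also: peak minus trough fluorescence over baseline after final BAM8-22 challenge near maximal dose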
MrgX1 ag = human MrgX1 receptor agonism, primary screen; hit rate 0.44% among 310,000; B-score at 10 µM; Q96LB2; AID 588627; MrgX1-HEK293 cells, Fluo-4 calcium fluorescence, agonist mode; hits give high values;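 active = calcium response B-score plate-corrected fluorescence ratio at least 3 library SD, with starting fluorescence B-score inside 5 SD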
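Assay system: stable human MrgX1 HEK293 cell line. Quantity: 15,000 cells per well. Schedule: cells plated overnight, dye loaded 0.5 h 37 °C, 0.5 h room temperature. Detection: Fluo-4 NW calcium-flux fluorescence, kinetic read. Read-out basis: peak-minus-minimum fluorescence over baseline, converted to B scores. Control set: positive and negative control wells on each plate.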
TRPC6 inh = mouse TRPC6 channel inhibition | HEK293-TRPC6, membrane potential dye, ACh-evoked depolarization; hits give low values | Q61143 | B-score at 10 µM | hit rate 1.1% among 310,000;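 active = B-score under library mean minus 3 SD, initial fluorescence not abnormally high, positive integrated signal ratio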;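 also: B-score derived from integrated fluorescence ratio over the kinetic read; more negative B-score means stronger inhibition of depolarization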
AI-2 QS mod = modulates the Vibrio harveyi AI-2 quorum sensing system; Vibrio harveyi JMH597 AI-2 luminescence/OD600 ratio, 9 h; hits give low values; strain lacks LuxN and CqsS sensors; 0 = neutral-control median; activity change, % at 7.5 µM; hit rate 0.4% among 300,000; AID 2094; in the data active = activity change below about -75%, passing the limit was not always enough; inconclusive = no clear call, values can overlap the other calls;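 also: luminescence divided by OD600 gain over 9 h not by final OD600 alone; inactives centre near 13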
TRPC4 inh = inhibitors of mouse TRPC4 channel; B-score at 10 µM; Q9QUQ5; hit rate 0.39% among 300,000; AID 2247; HEK293 TRPC4beta/mu-opioid, DAMGO-evoked Fluo4 calcium flux; hits give low values;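 active = B-score over 3 SD under the library average, no early fluorescence shift, positive overall ratio signal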
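System: stable TRPC4beta/mu-opioid receptor HEK293 cells; Dosing: single-point compound dosing; Measured by: Fluo4 Ca2+ flux fluorescence; Read-out basis: per-well B score of integrated baseline-normalized Fluo4 ratio.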
MrgX1 allo act = human MrgX1 positive allosteric modulation, primary screen | Q96LB2 | MrgX1-HEK293, Fluo-4 calcium flux, FDSS; hits give high values | B-score at 10 µM | hit rate 0.63% among 310,000 | AID 588675;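 active = plate-corrected calcium response at least 3 library SD above typical, normal starting fluorescence, not activating the receptor alone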;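 also: compound read alongside a low EC10 to EC30 dose of BAM8-22 agonist; peak minus trough fluorescence over baseline measured at the second addition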
TRPC6 activator = activators of mouse TRPC6 channel | Q61143 | hit rate 0.13% among 310,000 | AID 2550 | B-score at 10 µM | HEK293-TRPC6 membrane potential dye fluorescence; hits give high values;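 active = B-score of the integrated fluorescence ratio above library mean plus 3 SD, and starting fluorescence ratio within library mean plus 5 SD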;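 also: higher score means more depolarization so channel activation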
HIF act = HIF pathway transcriptional activation | U2OS HRE-luciferase reporter, luminescence; normalized: DMSO 0%, desferrioxamine 100% | activation, % at 7.5 µM (by protocol) | hit rate 0.32% among 300,000 | AID 1910;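 active = mean activation of at least 10% of the iron chelator positive control signal, with at least half of replicates also reaching 10%; inconclusive = mean and replicate majority disagree about reaching 10%; inactive = mean and most replicates under 10%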
Starred values were filed as active, the others as inactive; i = inactive; u = inconclusive; x = not tested or not shown. These rows are one share of the data (hit frequency here may not be typical).

SMILES | TRPC4 potent | TRPC4 act | PolyA inh | MrgX1 antag | MrgX1 ag | TRPC6 inh | AI-2 QS mod | TRPC4 inh | MrgX1 allo act | TRPC6 activator | HIF act
COc1ccccc1N(C)S(=O)(=O)c1ccc(C(=O)Nc2ccc3nc(C)sc3c2)cc1 | i | i | i | i | i | i | 12.5 | i | i | i | -0.7
Cc1ccc(C(=O)N/N=C/c2cn(Cc3ccccc3)c3ccccc23)cn1 | i | i | i | i | i | i | 18.0 | i | i | i | -0.6
Cc1ccc(NC(=O)CCc2nc3ccccc3s2)c(O)c1 | i | i | i | i | i | i | u | i | i | i | -0.9
CCN(CC)C(=O)c1cc(-c2ccc(Br)cc2)on1 | i | i | i | i | i | i | -10.7 | i | i | i | 3.2
COc1cccc(C(=O)Oc2ccc3ccc(=O)oc3c2)c1 | i | i | i | i | i | i | -18.7 | i | i | i | 0.6
CCCn1c(COc2ccccc2OC)nc2ccccc21 | i | i | i | i | i | i | -10.9 | i | i | i | 0.0
Cc1ccc(S(=O)(=O)N[C@@H](C)C(=O)N2CCC(C(=O)N[C@@H](Cc3ccccc3)C(=O)O)CC2)cc1 | i | i | i | i | i | i | 34.7 | i | i | i | x
Nc1ccc2c(c1Cl)C(=O)c1ccc(N)c(Cl)c1C2=O | i | i | i | x | x | i | 15.1 | i | x | i | 0.1
Cc1ccc(Sc2nc(-c3ccccc3)ccc2C#N)cc1 | i | i | i | i | i | i | 11.4 | i | i | i | -0.5
O=C(Cc1cnn(-c2ccccc2)c1)c1ccc(O)c(O)c1O | i | i | i | i | i | i | 3.9 | i | i | i | 0.9
C[N+]1(CCCCCCC(=O)/C=N/O)CCCCCC1 | i | i | i | i | i | i | 7.9 | i | i | i | -0.4
CC(=O)Nc1ccccc1C(=O)C(=O)NCCc1ccccc1 | i | i | i | i | i | i | x | i | i | i | 0.2
COc1ccc(S(=O)(=O)NC(C)C(=O)NCc2cccnc2)cc1Cl (configuration not stated) | i | i | i | i | i | i | 3.5 | i | i | i | -0.5
Cc1cc2cc(CN(Cc3ccc4c(c3)OCO4)C(=O)c3ccco3)c(=O)[nH]c2cc1C | i | i | i | i | i | i | 18.5 | i | i | i | -0.3
CCCSc1nc2cc(C)c(C)cc2n1CC(O)CO (configuration not stated) | i | i | i | i | i | i | 18.4 | i | i | i | 0.5
Cc1ccc(-c2csc(NC(=O)c3ccc(S(=O)(=O)N4CCc5ccccc54)cc3)n2)cc1 | i | i | i | i | i | i | 9.8 | i | i | i | 0.1
Cc1ccc2c(c1)OC(c1ccc3c(c1)OCCO3)CC2=O (configuration not stated) | i | i | i | i | i | i | 26.7 | i | i | i | 1.4
Cc1c(C(=O)Nc2ccccc2)sc2nc(-c3ccccc3)cn12 | i | i | i | i | i | i | 16.5 | i | i | i | 2.5
CN(C)c1ccc(CN(CC2CCCO2)C(=O)c2cccs2)cc1 (configuration not stated) | i | i | i | i | i | i | 4.8 | i | i | i | 0.4
N#Cc1cc(-c2ccccc2)oc1NC(=O)c1ccco1 | i | i | i | i | i | i | 10.1 | i | i | i | 1.0
Cc1ccc(C)c(N(CC(=O)NN=C2CCN(C)CC2)S(=O)(=O)c2ccccc2)c1 | i | i | i | i | i | i | 23.3 | i | i | i | -0.2
COC(=O)c1sccc1S(=O)(=O)Nc1ccc(Cl)cc1 | i | i | i | i | i | i | 16.4 | i | i | i | -0.1
COc1ccc2nc(CCN(C)C(=O)C3CCC(=O)N(Cc4cccc(F)c4)C3)[nH]c2c1 (configuration not stated) | i | i | i | i | i | i | 10.9 | i | i | i | 0.4
Cc1cccc(NC(=S)N2CCN(c3ccccc3)CC2)c1 | i | i | i | i | i | i | 20.6 | i | i | i | -0.1
CCCCC(=O)Nc1ccc(C(=O)NNC(=S)NC(=O)c2cccs2)cc1 | i | i | i | i | i | i | 40.6 | i | i | i | 0.0
O=C(NC1CCCC1)C(c1ccncc1)N(C(=O)c1csnn1)c1cccc(Cl)c1 (configuration not stated) | i | i | i | i | i | i | x | i | i | i | 1.5
COc1ccc(/C=N/Nc2ccc(C(F)(F)F)cc2[N+](=O)[O-])cc1 | i | i | i | i | i | i | -4.3 | i | i | i | -38.4
C/C(=N\NC(=O)c1sccc1C)c1ccncc1 | i | i | i | i | i | i | 16.2 | i | i | i | 3.7
COc1ccccc1CNC(=O)[C@H](C)NC(=O)C1CCN(C(=O)[C@@H](N)Cc2ccccc2)CC1 | i | i | i | i | i | i | 7.3 | i | i | i | -0.1
COc1ccc(Cl)cc1NC(=O)NCc1ccc2c(c1)OCO2 | i | i | i | i | i | i | 25.3 | i | i | i | -0.6

Retrieved one by one from the entries so far, 2 records:
SMILES | TRPC4 potent | TRPC4 act | PolyA inh | MrgX1 antag | MrgX1 ag | TRPC6 inh | AI-2 QS mod | TRPC4 inh | MrgX1 allo act | TRPC6 activator | HIF act
C[N+]1(CCCCCCC(=O)/C=N/O)CCCCCC1 | i | i | i | i | i | i | 7.9 | i | i | i | -0.4
N#Cc1cc(-c2ccccc2)oc1NC(=O)c1ccco1 | i | i | i | i | i | i | 10.1 | i | i | i | 1.0

Other compounds
SMILES | TRPC4 potent | TRPC4 act | PolyA inh | MrgX1 antag | MrgX1 ag | TRPC6 inh | AI-2 QS mod | TRPC4 inh | MrgX1 allo act | TRPC6 activator | HIF act
Cc1oc2cc(O)ccc2c(=O)c1-c1nncn1-c1ccccc1 | i | i | i | i | 29.8* | i | 30.8 | i | i | i | 0.1
O=C1c2ccccc2C(Nc2ccc(F)c(Cl)c2)N1Cc1ccco1 (configuration not stated) | i | i | i | i | i | i | 42.5 | i | i | i | -0.4
O=C(c1ccc(F)cc1F)C1CCN(c2ccc([N+](=O)[O-])cn2)CC1 | i | i | i | i | i | i | 12.8 | i | i | i | -0.2
Cc1c(NC(=O)COC(=O)Cc2ccc(Cl)cc2)c(=O)n(-c2ccccc2)n1C | i | i | i | i | i | i | 19.8 | i | i | i | -30.6
CCN(CC)S(=O)(=O)c1cc(C(=O)Oc2cccc(-c3cnc4ccccc4n3)c2)ccc1Br | i | i | i | i | i | i | 21.9 | i | i | i | 2.2
O=C(CNC(=O)Cc1ccccc1)NCC(=O)OCC(=O)c1ccccc1Cl | i | i | i | i | i | i | 18.5 | i | i | i | 0.0
NNc1nc2c(F)cc(F)cc2s1 | i | i | i | i | i | i | 12.0 | i | i | i | 1.4
COc1ccc(C(=O)n2nc(-c3ccccc3)nc2SC)cc1 | i | i | i | x | x | i | 14.7 | i | x | i | -0.1
COc1ccc(NC(=O)CSc2c(C)n[nH]c2C)cc1 | i | i | i | i | i | i | 12.3 | i | i | i | 0.1
O=C(COC(=O)CNC(=O)c1ccco1)NCCN1C(=O)CSC1=O | i | i | i | i | i | i | 16.7 | i | i | i | 0.0
COc1cccc(NC(=O)COC(=O)c2ccccc2SCC(=O)N2CCCC2)c1 | i | i | i | i | i | i | 37.9 | i | i | i | 3.6
COc1ccc(-n2nc3c(c2NC(=O)COc2ccccc2)CS(=O)(=O)C3)cc1 | i | i | i | i | i | i | 46.1 | i | i | i | 0.1
CCCCOC(=O)Nc1cc(C(=O)OC)ccc1C(=O)OC | i | i | i | i | i | i | 15.4 | i | i | i | -0.2
O=C(O)CC(c1ccc(Cl)cc1)n1cccc1 (configuration not stated) | i | i | i | i | i | i | 20.4 | i | i | i | -0.3
CC1CCCC(NC(=O)c2ccc(CNc3c(N4CCCC4)c(=O)c3=O)cc2)C1C (configuration not stated) | i | i | i | i | i | i | -0.1 | i | i | i | 0.4
Cc1c(F)cccc1NC(=O)CSCC(=O)Nc1ccccc1 | i | i | i | i | i | i | 27.0 | i | i | i | -0.4
COc1ccc(C2C(C(C)=O)=C(O)C(=O)N2c2nccs2)cc1OC (configuration not stated) | i | i | i | i | i | i | 16.4 | i | i | i | -0.5
COC(=O)C1=CN(Cc2cccs2)C=C(C(=O)OC)C1c1cccc(O)c1 | i | i | i | i | i | i | 6.8 | i | i | i | 0.2
Cc1nc2nc(N)nc(OCc3ccccc3)c2nc1C | i | i | i | i | i | i | 13.9 | i | i | i | -3.2
COc1cc(NC(=S)NCc2cccnc2)c(OC)cc1Cl | i | i | i | i | i | i | 7.7 | i | i | i | -0.5
CCOC(=O)c1c(O)c2cc(Cl)ccc2n(CC)c1=O | i | i | i | i | i | i | 14.2 | i | i | i | 0.0
COCC(=O)Nc1cccc(Br)c1 | i | i | i | i | i | i | -4.7 | i | i | i | 0.5
O=C(CSc1nnc(C2CC2)n1Cc1ccccc1)NCc1ccccc1 | i | i | i | i | i | i | 9.7 | i | i | i | -0.6
O=c1cc(N2CCCCC2)c(-c2ccccc2)nn1Cc1ccc(F)cc1 | i | i | i | i | i | i | -8.7 | i | i | i | -0.7
Cc1nn(C2CCCO2)c(=O)nc1N (configuration not stated) | i | i | i | i | i | i | 10.1 | i | i | i | 0.2
COc1ccccc1CNC(=O)CN1CCC(n2cnc3cc(F)ccc32)CC1 | i | i | i | i | i | i | 6.8 | i | i | i | 0.0
Cc1ccccc1N(C)C(=O)c1coc(=O)c2ccccc12 | i | i | i | i | i | i | 5.4 | i | i | i | 0.4
O=C(NN1CCOCC1)c1ccc(Cl)cc1 | i | i | i | i | i | i | 7.9 | i | i | i | -0.4
Cn1cc(/C=N/NC(N)=S)c2ccccc21 | i | i | i | i | i | i | 10.9 | i | i | i | -0.1
COc1ccc(N2CCN(C(=O)Nc3ccccc3C)CC2)cc1 | i | i | i | i | i | i | 16.8 | i | i | i | -0.2
O=C(Nc1nnc(CCN2CCOCC2)s1)c1ccccc1 | i | i | i | i | i | i | -3.8 | i | i | i | 0.3
O=C(Nc1ccc(NC(=O)c2ccc([N+](=O)[O-])cc2[N+](=O)[O-])cc1)c1ccco1 | i | i | i | i | i | i | 18.5 | i | i | i | -0.3
CCCCN(C)C(=O)c1nc2ccccn2c1CN1CCC[C@H]1C(=O)OC | i | i | i | i | i | i | 12.9 | i | i | i | 0.3
O=C(NCCc1ccc(F)cc1)N[C@@H](Cc1ccccc1)C(=O)O | i | i | i | i | i | i | 15.6 | i | i | i | -0.2
